Source: PubChem
West Nile virus CPE = inhibition of WNV-induced cytopathic effect – cell-based, CPE readout (AID 1621); West Nile virus-infected cells, CPE inhibition; higher % means a stronger effect; 290,000 tested, 0.02% active; CPE inhibition, % at 10 µM, or IC50 in µM where a hit was titrated; in the data active = a potency from the dose series; inconclusive = CPE inhibition mostly from about 3.7% at the one dose, without a potency; inactive = the rest, 99 in 100 with CPE inhibition below about 2.2%; also: strong numbers were not always called active
RSV antiviral HEp-2 = inhibition of RSV-induced cytopathic effect – HEp-2 cells, primary 10 µM value included (AID 2391) | CPE inhibition, % at 10 µM; hits with a dose series show IC50 in µM | 310,000 tested, 0.13% active | HEp-2 cells, RSV-induced CPE inhibition; higher % means a stronger effect; in the data active = a potency from the dose series; inconclusive = CPE inhibition mostly from about 23% at the one dose, without a potency; inactive = the rest, 99 in 100 with CPE inhibition below about 21%; also: strong numbers were not always called active
GPR35 antagonists = inhibition of zaprinast-stimulated GPR35 beta-arrestin translocation – imaging, U2OS, beta-arrestin-GFP, zaprinast agonist, primary screen (AID 2058); U2OS GPR35 beta-arrestin-GFP translocation imaging, zaprinast antagonism; higher % means a stronger effect; inhibition, % at 10 µM, or IC50 in µM where a hit was titrated; 290,000 tested, 0.052% active;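 active = inhibition of at least 50% with at least 30 cells and total cytoplasm GFP at most 10,000,000; inconclusive = under 30 cells or total GFP of 10,000,000 plus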
MgcRacGAP inhibition = MgcRacGAP GTPase-activating activity inhibitors, confirmation, biochemical, ADP Hunter fluorescence | AID 624330 | inhibition, % at 30 µM; hits with a dose series show IC50 in µM | MgcRacGAP-stimulated Rac1 GTP hydrolysis, ADP Hunter fluorescence; higher % means a stronger effect; GST-tagged Rac1 F28L mutant substrate | 340,000 tested, 0.6% active;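 active = first-screen hits whose inhibition reached a set limit at any dose in the follow-up dose series; inconclusive = inhibition above the set first-screen limit but never retested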;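 also: fluorescence reports GDP produced by GAP-driven GTP hydrolysis; strong numbers were not always called active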
NS5 inhibitors = flavivirus cap methylation enzyme inhibition – biochemical, confirmation dose response, primary screen (AID 588689) | inhibition, % at 25 µM, or IC50 in µM where a hit was titrated | Dengue-2 NS5 methyltransferase capping enzyme assay, biochemical; higher % means a stronger effect | 340,000 tested, 0.3% active; in the data active = a potency from the dose series; inconclusive = inhibition above about 29% without an active follow-up result
Large T inhibition = TAg ATPase/helicase activity blockers – biochemical (AID 1903) | SV40 large T antigen ATPase/helicase inhibition assay; higher % means a stronger effect | inhibition, % at 20 µM, or IC50 in µM where a hit was titrated | 310,000 tested, 0.39% active; in the data active = a potency from the dose series; inconclusive = inhibition mostly from about 32% at the one dose, without a potency; inactive = the rest, 99 in 100 with inhibition below about 32%; also: strong numbers were not always called active
ER stress rescue = protection against thapsigargin-triggered cell killing – 384-well, CSM14.1, ATP luminescence, primary screen (AID 1222). CSM14.1 thapsigargin-induced death rescue, ATP luminescence; higher % means a stronger effect. one-dose cellular ATP content (survival), % at 20 µM; EC50 in µM for titrated hits. 190,000 tested, under 10 active;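 active = EC50 below 50 µM in the dose-response confirmation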;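 also: death triggered by thapsigargin at about 15 µM added after 2 h compound pretreatment; cell ATP read after overnight thapsigargin exposure of roughly 18 to 22 hours; normalized against plate controls of thapsigargin alone and 5% DMSO vehicle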
Salmonella PhoP GFP = inhibitors of PhoP regulon expression, primary screen, Salmonella Typhimurium, GFP reporter (AID 1863); S. Typhimurium PhoP-regulated promoter GFP reporter, 4 h; higher % means a stronger effect; inhibition, % at 50 µM, or IC50 in µM where a hit was titrated; 300,000 tested, 0.16% active;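 active = inhibition over 29.93%, a cutoff 3 SD above the screen mean, later confirmed by dose response; inconclusive = inhibition over 29.93% but no dose response follow-up; inactive = inhibition at most 29.93% or unconfirmed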;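 also: 0% = low Mg2+ inducing control and 100% = high Mg2+ repressing control; strong numbers were not always called active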
LYP inhibition = PTPN22 lymphoid phosphatase activity blockers – biochemical, fluorescence intensity, uHTS (AID 1779). inhibition, % at 11.5 µM; hits with a dose series show IC50 in µM. recombinant LYP phosphatase, fluorescence intensity; higher % means a stronger effect. 290,000 tested, 0.054% active; in the data active = inhibition above about 50%;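 also: plate controls were vehicle with enzyme for no effect and no enzyme for full effect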
NS5 inhibitors pilot replicate = second read-out of NS5 inhibitors, no call of its own (marks repeat the call); inhibition, %; measured here: pilot screen replicate inhibition
Numbers without * were called inactive; ? = inconclusive; · = no result given.

SMILES	West Nile virus CPE	RSV antiviral HEp-2	GPR35 antagonists	MgcRacGAP inhibition	NS5 inhibitors	Large T inhibition	ER stress rescue	Salmonella PhoP GFP	LYP inhibition	others
O=C(CSc1n[nH]c(-c2ccccc2F)n1)NCC(=O)Nc1ccc(F)c(F)c1F	0.8%	1.3%	-8%	-2%	-2%	10%	-3.0%	-1%	-3%
COc1cccc(NS(=O)(=O)c2c(C)nc3sccn3c2=O)c1	-0.6%	0.4%	8%	4%	1%	5%	·	·	-2%
O=C(NNc1ccccc1[N+](=O)[O-])Nc1cccc(Cl)c1	-0.1%	0.3%	3%	9%	5%	17%	·	4%	-4%
Cc1cc(=O)oc2c(C)c(OCC(=O)N3CCN(c4ccccc4)CC3)ccc12	-0.1%	2.9%	3%	6%	-5%	11%	·	-4%	-6%
COc1ccccc1NC(=O)CNC(=O)Cn1cnc2sc(C)c(C)c2c1=O	-0.5%	1.6%	-3%	8%	-4%	5%	·	-10%	0%
Cc1ccc(C)c(N2N=C(C(=O)OCc3nnc(-c4ccccc4)o3)CCC2=O)c1	·	-0.8%	·	-1%	6%	23%	·	9%	·
COc1ccc(-c2noc(CCC(=O)Nc3ccc(C)c(C)c3)n2)cc1	-1.0%	9.7%	0%	8%	-1%	5%	-2.2%	-11%	0%
CC1(C)CC(=O)C2=C(C1)NC(Nc1nc3ccccc3o1)=NC21CCCC1	0.1%	0.4%	15%	8%	1%	-3%	2.3%	-1%	-3%
Cc1onc(C(=O)Nc2sc3c(c2C#N)CCCC3)c1[N+](=O)[O-]	0.5%	3.5%	19%	15%	4%	10%	-0.2%	5%	-1%
CCN(CC)c1ccc(/C=N/N2C(=O)c3ccccc3C2=O)cc1	-0.3%	1.4%	-1%	7%	-7%	5%	-1.6%	3%	-2%
Cc1ccc(NC(=O)CN2C(=O)S/C(=C\c3cccn3-c3cccc(C(=O)O)c3)C2=O)c(C)c1	0.2%	?	12%	11%	-1%	3%	-3.7%	1%	50%
Cc1ccnc(SCc2cc(=O)c(OC(=O)c3ccc(S(=O)(=O)N(C)C)cc3)co2)n1	-0.4%	0.9%	13%	10%	-12%	16%	-3.3%	4%	-6%
C/C(N)=C(/C#N)C(=O)COC(=O)c1cc(-c2cccc(Br)c2)nc2ccccc12	18%	38%	-15%	-1%	1%	5%	-6.4%	12%	-3%
Cc1cccc(NC(=O)NNC(=O)c2cc(-c3ccccc3Cl)nc3ccccc23)c1	0.6%	17%	0%	8%	-3%	0%	2.9%	2%	-5%
Cc1ccc(NC(=O)CCn2cccc2)cc1	-0.2%	0.6%	-9%	4%	-6%	11%	-1.1%	-9%	-5%
CCn1c(=S)[nH]c2cc(C(=O)O)ccc21	-1.2%	0.0%	-1%	·	·	3%	0.3%	7%	-4%
O=C(Cn1c(=O)oc2ccccc21)NCC1COc2ccccc2O1 (stereo not drawn)	0.9%	1.6%	3%	8%	-2%	7%	·	-1%	4%
COc1ccc2nc(SCC(=O)O)nc(C)c2c1	-0.8%	-1.0%	10%	3%	-11%	3%	-0.5%	-3%	-2%
Cc1cc(OCC(=O)Nc2nnc(C3CC3)s2)ccc1[N+](=O)[O-]	-0.2%	-1.0%	-6%	2%	2%	17%	-0.5%	-6%	-11%
CC(C)C(C(=O)Nc1ccc(S(N)(=O)=O)cc1)N1C(=O)c2ccccc2C1=O (stereo not drawn)	0.3%	2.0%	-5%	5%	-14%	4%	-1.9%	-9%	0%
CCOc1ccc(N2CC(C(=O)NC3CCCC3)CC2=O)cc1 (stereo not drawn)	-0.6%	1.9%	11%	4%	-7%	10%	·	1%	-6%
CC(C)(C)C(=O)N1CCC(O)(CS(=O)(=O)c2ccc(Cl)c(Cl)c2)CC1	-0.4%	0.6%	3%	-2%	-1%	14%	-0.6%	2%	-5%
CCOc1ccc(C(=O)Oc2cc(C)[nH]c(=O)c2[N+](=O)[O-])cc1	0.2%	1.4%	2%	22%	3%	·	·	·	-6%
CCN1CCN(Cc2ccc(OCc3ccccc3)c(OC)c2)CC1	-0.4%	-2.0%	7%	14%	-1%	8%	-0.6%	1%	-1%
COc1ccccc1-c1cc(C(=O)N/N=C\c2cnn(C)c2C)c2ccccc2n1	-0.9%	3.8%	-2%	5%	-1%	4%	-2.3%	8%	-1%
COc1ccccc1NC(=O)c1ccc2snnc2c1	-0.4%	1.2%	-14%	4%	·	-5%	-0.9%	4%	0%
CNC(=S)NCCc1ccc(OC)cc1	0.0%	-0.1%	?	12%	-6%	5%	1.5%	-11%	-2%
CN1C(=S)SC(/[N+]([O-])=C/c2ccc(Cl)cc2)C1(C)C (stereo not drawn)	0.4%	1.2%	4%	0%	9%	13%	·	6%	-3%
NC(=O)C1=C[C@@H](c2ccccc2)C[C@@H](OCc2ccc(CO)cc2)O1	-0.3%	6.7%	-4%	-3%	3%	16%	5.2%	0%	-1%
O=C1NCN(c2ccccc2)C12CCN(CCCC(c1ccc(F)cc1)c1ccc(F)cc1)CC2	-0.4%	-3.5%	1%	4%	1%	16%	-0.1%	9%	-6%

Some of these compounds in order of number of heavy atoms, ascending:
SMILES	West Nile virus CPE	RSV antiviral HEp-2	GPR35 antagonists	MgcRacGAP inhibition	NS5 inhibitors	Large T inhibition	ER stress rescue	Salmonella PhoP GFP	LYP inhibition	others
CCn1c(=S)[nH]c2cc(C(=O)O)ccc21	-1.2%	0.0%	-1%	·	·	3%	0.3%	7%	-4%
CCOc1ccc(C(=O)Oc2cc(C)[nH]c(=O)c2[N+](=O)[O-])cc1	0.2%	1.4%	2%	22%	3%	·	·	·	-6%
COc1ccccc1-c1cc(C(=O)N/N=C\c2cnn(C)c2C)c2ccccc2n1	-0.9%	3.8%	-2%	5%	-1%	4%	-2.3%	8%	-1%

The list goes on.
SMILES	West Nile virus CPE	RSV antiviral HEp-2	GPR35 antagonists	MgcRacGAP inhibition	NS5 inhibitors	Large T inhibition	ER stress rescue	Salmonella PhoP GFP	LYP inhibition	others
CCC(=O)N(Cc1cc2cc(OC)ccc2[nH]c1=O)c1cc(C)ccc1C	-0.3%	4.6%	-5%	5%	-7%	-1%	0.7%	3%	-4%
C/C(=N\Nc1cc(N2CCOCC2)ncn1)c1cccc([N+](=O)[O-])c1	-0.7%	-0.1%	4%	-5%	3%	5%	-0.1%	7%	2%
O=C(NCc1ccco1)c1nnc(Cc2ccc(F)cc2)o1	-0.1%	1.4%	-3%	8%	2%	10%	-2.2%	8%	-2%
CC(=O)Nc1cccc(NC(=O)CSc2ncc(-c3ccccc3)[nH]2)c1	0.1%	0.4%	0%	8%	-4%	14%	0.3%	-1%	-6%
O=C(N=Nc1c(O)n(C2OC(=O)c3ccccc32)c2ccccc12)c1ccc(O)cc1 (stereo not drawn)	·	0.7%	-4%	8%	2%	5%	-0.4%	5%	-4%
CCn1c2ccccc2c2cc(CNCCCN3CCOCC3)ccc21	-0.5%	-2.0%	11%	20%	·	7%	·	4%	-5%
CC1(c2ccccc2Cl)NC(=O)N(CC(=O)N2CCN(S(=O)(=O)c3ccccc3)CC2)C1=O (stereo not drawn)	·	-1.5%	·	4%	6%	13%	·	1%	·
O=C(CCNS(=O)(=O)c1c(Cl)cccc1Cl)OCC(=O)c1ccccc1F	0.2%	1.5%	-1%	8%	-1%	6%	-5.1%	-20%	-7%
Cc1ccc(C(=O)CSc2nnc(CNc3nc(-c4ccccc4)cs3)n2C)cc1	0.1%	12%	8%	14%	-5%	22%	3.4%	-7%	4%
O=C(O)/C(=C1/OC(=O)c2ccccc21)c1ccccc1	0.4%	0.5%	-4%	12%	-3%	5%	-1.3%	5%	-10%
Cc1ccccc1CN1CCc2cc([N+](=O)[O-])ccc21	-0.3%	16%	17%	1%	16%	0%	·	2%	-2%
COCCCNc1nc2c(c(=O)n(Cc3ccc(OC)cc3)c(=O)n2C)n1C	0.3%	2.9%	13%	9%	-13%	6%	·	1%	-5%
COc1ccc(NC(=O)CSc2nnc(CNc3ccc(C)cc3)n2C)cc1	-0.3%	2.8%	-8%	2%	-4%	5%	-0.4%	6%	1%
CCC(=O)Nc1ccc(-c2nnc(SCc3ccc(C(=O)Nc4nccs4)cc3)n2CC)cc1	1.5%	1.3%	0%	15%	-4%	-1%	-0.7%	3%	-2%
c1ccc(Nc2ccc3c4c(cccc24)CC3)cc1	-0.2%	6.6%	-8%	16%	?	8%	-2.4%	-3%	2%
O=S1(=O)N=C(N/N=C/c2ccc(Br)o2)c2ccccc21	0.2%	0.1%	-8%	8%	3%	14%	-0.1%	12%	4%
COc1cc(/C=N/NC(=O)C(=O)NCc2ccco2)cc(Cl)c1O	0.6%	0.4%	-5%	21%	6%	29%	·	5%	-2%
CCn1c(SCC(=O)Nc2nnc(C)s2)nc2c(c1=O)SC(C)C2 (stereo not drawn)	-0.3%	1.6%	3%	4%	3%	13%	-2.2%	7%	-1%
Cc1csc(CN(C)C(=O)C2CCC(=O)N(CCN(C)C)C2)n1 (stereo not drawn)	-0.2%	-1.5%	14%	-10%	-7%	8%	·	6%	-10%
Cc1cc(CNC(=O)c2ccc3c(c2)OCO3)c2ccccc2n1	-0.8%	5.7%	3%	12%	-3%	6%	-1.7%	-6%	-5%
N#C/C(=C\c1ccccc1)C(=O)NCc1ccc(F)cc1	-0.8%	3.9%	5%	12%	-15%	12%	·	-1%	-3%
O=C(COc1ccc(Cl)cc1)N1CCN(C(=O)c2cccc(F)c2)CC1	0.0%	2.0%	4%	2%	2%	12%	0.7%	5%	-1%
COc1ccc(NC(=O)CN2CCN(CC(=O)Nc3ccc(OC)cc3)CC2)cc1	-0.2%	-0.4%	5%	-2%	-4%	4%	·	4%	-8%
COC(=O)c1[nH]c2ccc(C)cc2c1NC(=O)CN1CCN(c2ccccc2)CC1	-0.6%	9.7%	-8%	0%	-5%	-1%	1.0%	-5%	5%
COc1ccccc1CNC(=O)C1CCN(S(=O)(=O)c2ccc(N3CCCC3=O)cc2)CC1	0.1%	2.0%	-10%	8%	5%	9%	·	-3%	-9%
COc1cc(S(=O)(=O)Nc2ccncc2)ccc1F	0.3%	0.5%	-3%	10%	-1%	-3%	-2.5%	-4%	-2%
COc1cc(C)c(/C=C(\C#N)C(=O)Nc2cccc(C)c2)cc1C(C)C	-1.2%	2.0%	-4%	4%	-5%	9%	-0.9%	-13%	-5%
CCOc1ccccc1NC(=O)N1CCCC1C(=O)Nc1nnc(CC)s1 (stereo not drawn)	-0.1%	1.2%	-9%	5%	-4%	8%	·	0%	0%
C=CCSc1ncc(C#N)c(N)n1	0.1%	-1.2%	-8%	8%	-3%	5%	-0.4%	0%	0%	NS5 inhibitors pilot replicate=-4.9
Cc1cccc(C(C(=O)NC2CCCC2)N(C(=O)c2csnn2)C2CCCC2)c1 (stereo not drawn)	-1.1%	0.1%	-1%	2%	3%	32%	·	6%	-3%
